# Assay outcomes deposited in PubChem BioAssay by Broad Institute.
# MEX-5 binding: C. elegans MEX-5 TCR-2 RNA binding activity. 300,000 tested, 0.38% active. MEX-5/FITC-TCR2 RNA binding, fluorescence polarization; active compounds read low. activity score (negative = inhibition of binding), % at 10 µM. AID 1832. Q9XUB2;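 active = inhibition past about -25% in most replicates, and total fluorescence under double the plate's negative control median, limit read from the data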;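 also: 0% = DMSO and -100% = 5 µM competing unlabeled TCR2 RNA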
# * = called active by the depositor. This is a subset; the hit share may differ from the screen's.
SMILES,MEX-5 binding
COC(=O)c1ccc(O)cc1,-1.8
